12-LOX inh – inhibitors of human 12S-lipoxygenase ALOX12. P18054. purified 12hLO, xylenol orange hydroperoxide absorbance. Potency, µM (doses to about 108 µM), for inactives: at the highest dose activity change, negative = inhibition, usual class: inhibitors. 580,000 compounds, 1.1% hits; further: on the % scale 0 is the no-effect control and ±100 the full control effect
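Purified human 12hLO at 150 nM in 25 mM Hepes, 0.01% Triton X-100, pH 7.0, preincubated 15 min at room temperature with compound. Reaction started with 40 uM arachidonic acid, 30 min at room temperature. Hydroperoxide measured by Fe-xylenol orange, 573/405 nm absorbance ratio.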
ERG-DNA inh – blocks human ERG Ets domain binding to DNA. P11308. fluorescence polarization, His-ERG Ets domain / labelled DNA. Potency, µM (series often up to 76.9 µM), without a hit: at the highest dose FP activity, negative = inhibition, usual class: inhibitors. 370,000 compounds, 0.028% hits. AID 624246; active means well fitted inhibition curve with a large enough effect in the polarisation, with a control signal flat; inconclusive means small, poorly fitted or top-dose-only effect, or effect the other way, or a change in a side signal; inactive means no such curve, though single readings can be large or run the other way; the % refers to the polarisation;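 further: polarization taken with two DNA probes labelled with fluorescein and Texas red; % of control where 0% means no effect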
Target sequence (P11308 whole entry, looked up, the tested form may be a part): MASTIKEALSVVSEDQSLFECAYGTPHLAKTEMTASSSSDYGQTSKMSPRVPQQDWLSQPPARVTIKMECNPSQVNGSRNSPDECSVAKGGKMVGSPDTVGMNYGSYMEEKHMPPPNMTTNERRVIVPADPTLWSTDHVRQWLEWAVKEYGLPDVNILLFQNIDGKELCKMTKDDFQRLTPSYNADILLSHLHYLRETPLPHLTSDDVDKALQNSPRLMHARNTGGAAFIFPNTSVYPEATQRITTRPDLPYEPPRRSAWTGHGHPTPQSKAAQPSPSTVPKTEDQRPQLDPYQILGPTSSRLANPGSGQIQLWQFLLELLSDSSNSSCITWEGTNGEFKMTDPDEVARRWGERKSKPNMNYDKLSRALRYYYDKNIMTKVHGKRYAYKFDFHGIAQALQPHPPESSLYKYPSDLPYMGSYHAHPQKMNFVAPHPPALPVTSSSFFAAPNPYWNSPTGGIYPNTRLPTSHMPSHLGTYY
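His-tagged ERG Ets domain (1 uM in the protein solution; 300mM KCl, 50mM Tris-HCl, 1mM EDTA, 1mM DTT, pH 7.5) received compound, then a probe mix of 5 nM fluorescein-DNA and 100nM Texas-615-DNA. Fluorescence polarization was read for both dyes.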
Tb PGK inh – inhibitors of T. brucei phosphoglycerate kinase | P07378 | PGK/GAPDH coupled, Kinase-Glo luminescence, 60 min | 380,000 compounds, 0.043% hits | Potency, µM (top dose mostly 57.5 µM), inactives show at the highest dose activity change, negative = inhibition, hits mostly inhibitors; further: on the % scale 0 is the no-effect control and ±100 the full control effect; nearly all actives have a fitted effect of over 60% in size
Target sequence (P07378 whole entry, looked up): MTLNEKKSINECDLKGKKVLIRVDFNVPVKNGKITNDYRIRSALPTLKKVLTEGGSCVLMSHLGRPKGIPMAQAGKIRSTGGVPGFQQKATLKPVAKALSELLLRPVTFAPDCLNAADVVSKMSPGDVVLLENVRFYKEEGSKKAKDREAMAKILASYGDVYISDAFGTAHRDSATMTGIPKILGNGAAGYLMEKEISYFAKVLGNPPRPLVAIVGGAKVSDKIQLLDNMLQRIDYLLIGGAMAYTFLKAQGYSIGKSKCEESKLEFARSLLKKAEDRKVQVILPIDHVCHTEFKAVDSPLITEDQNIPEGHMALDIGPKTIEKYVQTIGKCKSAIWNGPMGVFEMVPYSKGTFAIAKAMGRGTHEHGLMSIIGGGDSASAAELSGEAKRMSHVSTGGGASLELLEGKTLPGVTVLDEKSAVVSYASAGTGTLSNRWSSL
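Luminescent ATP detection (Kinase-Glo Plus) follows a 60-minute room-temperature incubation, with wells lacking PGK as controls. Buffer: 100 mM TEA (pH 7.6), 5 mM MgCl2, 0.01% Tween-20. Coupling enzyme GAPDH (100 nM final) supplies unstable 1,3-BPG in-well.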
HP1b chromo inh – blocks HP1-beta chromodomain binding to methylated histone tails | AlphaScreen HP1-beta / biotin-H3K9me3 peptide binding | 390,000 compounds, 0.56% hits | P83916 | Potency, µM (highest dose often 114 µM), for the others: at the top dose activity change, negative = inhibition, usual class: inhibitors | AID 540317; further: nearly all actives have a fitted effect of over 70% in size; inactives centre near 23
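AlphaScreen: HP1-beta (50 nM) preformed 30 min with biotin-H3(1-18)K9me3 peptide (50 nM) in PBS pH 7.4, 0.01% Tween-20. Compound added for 30 min at RT, then streptavidin donor/nickel chelate acceptor beads (10 ug/mL) for 30 min.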
RGS4 inh – human RGS4 inhibition; Potency, µM (doses to about 114 µM), for the others: top-dose activity change, negative = inhibition, usual class: inhibitors; 390,000 compounds, 0.039% hits; AID 504845; Transcreener GDP fluorescence polarization, RGS4-accelerated GTP hydrolysis; further: on the % scale 0 is the no-effect control and ±100 the full control effect; nearly all actives have a fitted effect of over 75% in size; some results filed as inactive show a strong effect at the top dose
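MLSMR compounds (23 nl, pin-transferred) preincubated 10 min at room temperature with a 500nM (2x) first reagent, then RGS4 at 900nM (2x) plus Transcreener GDP mix added; fluorescence polarization (620/688 nm) read before and after 90 min at 30 °C.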
JMJD2A Tudor – blocks the human JMJD2A Tudor domain; O75164; AlphaScreen JMJD2A-Tudor / H3K4me3 peptide binding; Potency, µM (highest dose often 114 µM), without a hit: at the highest dose activity change, negative = inhibition, most hits filed as inhibitors; 390,000 compounds, 4.4% hits; further: on the % scale 0 is the no-effect control and ±100 the full control effect; nearly all actives have a fitted effect of over 50% in size
Pin1 inh – inhibitors of human Pin1 | Q13526 | Pin1 FP peptide displacement, HiFluor488, 10 min | Potency, µM (series often up to 115 µM), for inactives: at the highest dose activity, negative = inhibition, actives largely listed as inhibitors | 390,000 compounds, 0.009% hits | AID 504891; active means well fitted inhibition curve with a large enough effect in the polarisation, with a control signal flat, not every such curve was filed as active; inconclusive means small, poorly fitted or top-dose-only effect, or effect the other way, or a change in a side signal; inactive means no such curve, though single readings can be large or run the other way; the % refers to the polarisation; further: on the % scale 0 is the no-effect control and ±100 the full control effect
rTrxR1 inhibitor – blocks rat thioredoxin reductase 1; Potency, µM (doses to about 114 µM), without a hit: at the top dose activity change, negative = inhibition, most hits filed as inhibitors; AID 588453; O89049; 390,000 compounds, 1% hits; recombinant rTrxR1, NADPH fluorescence consumption, selenite substrate; further: on the % scale 0 is the no-effect control and ±100 the full control effect; nearly all actives have a fitted effect of over 65% in size
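Rat TrxR1 (90 nM in the dispensed reagent) was pre-reduced with 400 uM NADPH for 5 min at room temperature, then incubated with compound for 15 min. After 400 uM selenite was added, NADPH fluorescence (Ex 340/Em 450 nm) was followed for 8 min.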
GLS inh – blocks human kidney-isoform glutaminase activity | O94925 | GLS enzymatic activity, qHTS titration | Potency, µM (top dose mostly 45.5 µM), inactives show top-dose activity change, negative = inhibition, hits mostly inhibitors | 410,000 compounds, 0.21% hits | AID 624170; further: on the % scale 0 is the no-effect control and ±100 the full control effect
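Compounds were pin-transferred onto hKGA, after which L-glutamine (1 mM solution) and a detection mix of glutamate oxidase, HRP and Amplex Red were added. Initial and 30 min RT fluorescence reads were collected.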
* = called active by the depositor; i = inactive; ? = inconclusive; . = no result given; [ ] = another dose, or the depositor's remark. Unless noted, the call rests on the fitted dose curve; in most records, active means well fitted curve in the direction sought with a large enough effect; inconclusive means small, poorly fitted or top-dose-only effect, or another doubt; inactive means no such curve, though single readings can be large; an effect the other way counts as inactive or inconclusive. Potency means the concentration at half of the fitted maximal effect.

mol,12-LOX inh,ERG-DNA inh,Tb PGK inh,HP1b chromo inh,RGS4 inh,JMJD2A Tudor,Pin1 inh,rTrxR1 inhibitor,GLS inh
O=C(COC(=O)COc1ccccc1[N+](=O)[O-])NC1CCCC1,6%,-12%,6%,27%,0%,1%,-7%,5%,11%
CC(C)CN(C(=O)CSc1nnc(-c2ccco2)o1)c1c(N)n(Cc2ccccc2)c(=O)[nH]c1=O,0%,4%,3%,6%,4%,-35%,25%,7%[57.1 µM],-3%
O=C(c1ccccc1Br)N1CCN(c2ccc([N+](=O)[O-])c(N3CCOCC3)c2)CC1,-26%,-9%,-2%,2%,-8%,-28%,-6%,3%,-8%
CC(=O)c1ccc(NC(=S)NC(NC(=O)c2ccco2)C(Cl)(Cl)Cl)cc1 (stereo unspecified),?,-5%,-1%,4%,-8%,-24%,-8%,-13%[57.1 µM],5%
COc1ccc2c(C(=O)CN3CCN(CCO)CC3)c[nH]c2c1,-2%,0%,i,11%,22%,-11%,?,9%,14%
Cc1ccc(Nc2nnc(SCC(=O)Nc3ncc(S(=O)(=O)c4ccc([N+](=O)[O-])cc4)s3)s2)cc1,-19%,10%,i,-4%,7%,-23%,-11%,-8%,13%
COc1ccc(OC)c(-c2nc(CN3CCN(C(=O)c4ccco4)CC3)c(C)o2)c1,-3%,-4%,-3%,24%,-11%,-26%,-4%,?,-10%
O=C(Nc1ccccc1C(=O)NCC1CCCO1)c1ccco1 (stereo unspecified),19%,-12%,8%,29%,14%,-10%,0%,17%,-3%
CN=C1S/C(=C\c2ccc(Cl)cc2)C(=O)N1C,-63%,3%,4%,40%[activator],13%,4%,11%,-2%[57.1 µM],-7%
O=C1C(=O)N(Cc2ccncc2)C(c2ccccc2F)/C1=C(\O)c1ccc2c(c1)OCCO2 (stereo unspecified),-7%,15%,-1%,26%,-14%,-23%,-8%,-5%,-2%
CCCCn1c(N)c(N(CC(C)C)C(=O)C2=COCCO2)c(=O)[nH]c1=O,396%[activator],8%,-1%,22%,-14%,-2%,1%,20%,4%
CC(C)(C)c1ccc2c(c1)C(c1ccc3c(c1)OCO3)CC(=O)O2 (stereo unspecified),?,-4%,-10%,58%[activator],-31%,9%,-2%,-4%,-5%
CCOC(=O)c1cc(NC(=O)SCC(=O)O)c(C)nc1C,?,0%,9%,48%[activator],-1%,-14%,4%,14%,-12%
Cc1cc2ncn(CCC(=O)NC3CCCC3)c2cc1C,12%,14%,-6%,24%,15%,-17%,-4%,-6%[57.1 µM],5%
CN(C)c1ccc(N=Cc2ccco2)cc1,.,-15%,-3%,16µM*,-114%,28µM*,11%,-14%[57.1 µM],39%[activator]
COc1ccc(CCNC(=O)Cn2cc(S(=O)(=O)Cc3cccc(Cl)c3)c3ccccc32)cc1OC,-49%,0%,i,24%,-23%,-9%,5%,7%,1%
COCCCNC(=S)NNC(=O)C(O)(c1ccccc1)c1ccccc1,-3%,6%,i,32%,-2%,-20%,1%,-7%[57.1 µM],18%
Cc1ccc(C(=O)NNC(=O)c2cccc(S(=O)(=O)N3CCN(c4ccccc4)CC3)c2)cc1,-15%,-1%,-13%,21%,3%,-11%,2%,7%[57.1 µM],15%
CCCCC(Sc1nc(N)c(NC(=O)c2ccc(OCC)cc2)c(=O)[nH]1)C(=O)O (stereo unspecified),-4%,3%,-6%,19%,-9%,-9%,-3%,15%[57.1 µM],20%
Cc1ccc(C)c(C(=O)CSc2nc(N)cc(=O)[nH]2)c1,10%,-6%,-5%,43%[activator],-1%,-5%,-4%,24%,11%
O=C(c1ccco1)N1CCN(S(=O)(=O)c2ccc3[nH]c(=O)oc3c2)CC1,0%,-7%,-2%,14%,25%,-7%,1%,-5%,6%
COc1ccc(-c2cc3c(=O)n(CC(=O)Nc4ccc(Cl)cc4)nc(C)n3n2)cc1,4%,-5%,0%,71%[activator],9%[11.4 µM],-2%,1%,27%,0%
O=C1c2ccccc2C(=O)N1Cc1ccccc1F,-2%,-7%,6%,36%,-16%,9%,-2%,10%,24%
CCOc1ccc(N(C)S(=O)(=O)c2ccc3[nH]cc(C(=O)NCc4ccccc4)c(=O)c3c2)cc1,-1%,1%,-8%,43%[activator],-11%,-4%,4%,26%[57.1 µM],-7%
Cc1ccc(-n2c(SCC(=O)Nc3cccc(S(=O)(=O)NC4=NCCCCC4)c3)nc3ccccc3c2=O)cc1,17%,-3%,6%,29%,-8%,-2%,38%[activator],-8%,3%

The listing continues.
mol,12-LOX inh,ERG-DNA inh,Tb PGK inh,HP1b chromo inh,RGS4 inh,JMJD2A Tudor,Pin1 inh,rTrxR1 inhibitor,GLS inh
CCCCCC1CC(/C(C)=N/NC(N)=O)OC1=O (stereo unspecified),15%,8%,-2%,9%,14%,-12%,-3%,11%,1%
CC(O)[C@H]1CN=C(N)N1CC(C)(C)C (stereo partly specified),-1%,1%,-5%,16%,1%,-8%,-5%,18%[57.1 µM],7%
CCCCSc1nc(C)cc(NC(=S)Nc2ccc(OC)cc2)n1,?,-4%,-14%,31%[activator],1%,-34%,2%,-10%[57.1 µM],9%
COc1ccc(Cc2nc(-c3ccccn3)no2)cc1OC,-5%,-2%,9%,34%,6%,-1%,0%,12%,5%
CC1(C)CC(=O)C2=C(C1)OC(N)=C(C#N)C2c1ccc[nH]1 (stereo unspecified),?,31%[activator],-9%,?,?,?,?,-59%,-5%
COc1ccc(NCN2C(=O)CCC2=O)cc1,0%,10%,i,-19%,-9%[11.4 µM],-21%[11.4 µM],1%,-7%,?
O=C(CCc1ccccc1)Nc1ccccc1C(=O)NCc1ccco1,11%,-1%,-2%,19%,-4%,-15%[57.1 µM],-1%,-6%,6%
COc1cc(NC(=O)C2CC2C)c(C(=O)O)cc1OC (stereo unspecified),0%,7%,9%,14%,59%[activator],-2%,-3%,6%,14%
Cn1cccc1Cc1nnc(SCC(=O)Nc2ccc(Cl)cc2)n1-c1ccc(F)cc1,82%[activator],-4%,-2%,-11%,-39%,-36%,0%,7%[57.1 µM],5%
C=Cc1ccc(Cn2c(C)c(CNCc3cccc(Br)c3)c(C(=O)O)c2C)cc1,?,-8%,-2%,-7%,4%,-33%,4%,4%,6%
CCOc1ccc(C=NNc2ccc(S(=O)(=O)Nc3ccccc3C(=O)O)cc2[N+](=O)[O-])cc1,?,-5%,-14%,40µM*,-49%,22µM*,.,1%,5%
COc1ccc(C(=O)NCc2c(C)nn(Cc3ccccc3)c2C)cc1S(=O)(=O)N1CCOCC1,6%,10%,-2%,9%,12%,-4%,0%,18%,3%
CCCCCN(C(=O)CCC(=O)OCc1ccc(C(C)(C)C)cc1)c1c(N)n(CCCC)c(=O)[nH]c1=O,-3%,-1%,i,13%,-5%,-7%,0%,9%,1%
COc1ccc(CCNC(=O)C2CC(=O)N(c3ccc(C)cc3)C2)cc1 (stereo unspecified),-6%,-6%,5%,16%,31%,-1%,10%,14%,2%
O=C(OCC(=O)N1CCN(c2ccccc2)CC1)c1ccc2ncsc2c1,-24%,4%,-4%,19%,-4%,?,?,-9%,17%
CCn1c(SCC(=O)Nc2cccc(S(=O)(=O)N(C)c3ccccc3)c2)nnc1C1CC1,-1%,20%,i,0%,-5%,-17%,3%,-10%,11%
CCCCN(C(=O)c1cnccn1)c1c(N)n(CCC)c(=O)[nH]c1=O,?,5%,-9%,14%[57 µM],-12%,-21%,?,3%[2.29 µM],5%
Cc1cc(NC(=O)C23CC4CC(CC(C4)C2)C3)n[nH]1,131%[activator],-10%,-10%,48%[activator],-5%,-6%,-2%,4%,1%
COc1cccc(NC(=O)CSc2nc3ccccc3nc2N2CCCC2)c1,22%[57.4 µM],-1%,-4%,109%[activator],-1%,45%[activator],3%,4%[57.1 µM],3%
Fc1ccc(Br)cc1C1C=C(c2ccc(Br)cc2)Nc2ncnn21 (stereo unspecified),-25%,-5%,i,28%,-26%,-28%,?,-36%,-17%
COCCNC(=O)/C(C#N)=C/c1ccc(-c2ccc(OC)cc2[N+](=O)[O-])o1,?,4%,i,17%,9%,-4%,10%,5%,4%
O=C1N(C2CCCC2)C[C@@H]2C[C@@H](c3cccn3-c3nccs3)N3CCC[C@@]123,-12%,-1%,i,11%,-32%,-19%,10%,-39%,10%
Cc1ccc([N+](=O)[O-])cc1S(=O)(=O)Nc1ccc(C(=O)NCc2ccccn2)cc1,-5%,-6%,-5%,11%,-13%,-26%,1%,-10%,0%
COc1ccccc1OCC(=O)NN1Cc2ccccc2C1=N,-13%,6%,i,35%,-8%,4%,0%,16%,-2%
O=C(O)C(Cc1ccccc1)N1C(=O)c2c(Cl)c(Cl)c(Cl)c(Cl)c2C1=O (stereo unspecified),?,12%,5%,-4%,12%,89µM*,-14%,-1%[57.1 µM],-13%
CCOc1ccccc1NC(=O)CSc1ncnc2c1oc1ccccc12,17%,-3%,-11%,12%,11%,3%,-7%,27%,-3%
CC(C)(C)NCC(O)c1cc(O)cc(O)c1 (stereo unspecified),-4%,26%,-10%,0%,6%[56.9 µM],-12%,-20%,13%[57.1 µM],32%[activator]

These rows are one share of the data; the hit share may differ from the screen's.
